FLuc inh = inhibitors of firefly (Photinus pyralis) luciferase; Potency, µM (doses to about 115 µM), without a hit: at the top dose activity change, negative = inhibition, usual class: inhibitors; purified P. pyralis luciferase, luminescence, biochemical; AID 1347043; P08659; hit rate 2.5% among 76,000; also: potency is read from the fitted curve at half-maximal effect; nearly all actives have a fitted effect of over 65% in size
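Biochemical qHTS: compound (6-point titration) added to 10uM D-luciferin plus 10uM ATP in Tris acetate pH 7.5 buffer with Mg, Tween-20 and BSA, then purified enzyme at 10nM; light output imaged.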
SNCA expr inhib = reduces expression of the alpha-synuclein gene; HEK-293 SNCA-luciferase knock-in, luminescence, 24 h; Potency, µM (top dose mostly 57.2 µM), without a hit: top-dose activity change, negative = inhibition, most hits filed as inhibitors; hit rate 0.17% among 140,000;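 also: potency is read from the fitted curve at half-maximal effect; plate controls were DMSO cells for no effect and cell-free wells for full effect; nearly all actives have a fitted effect of over 45% in size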
NIH3T3 tox = kills NIH 3T3 cells; NIH 3T3 viability, CellTiter-Glo ATP luminescence, 48-72 h; Potency, µM (highest dose often 96.7 µM), for inactives: top-dose activity change, negative = cytotoxicity, actives largely listed as inhibitors; hit rate 4.3% among 94,000; AID 1345082; also: potency is read from the fitted curve at half-maximal effect; nearly all actives have a fitted effect of over 55% in size
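Mouse fibroblast NIH 3T3 cells, 400 per well, received compound via pintool and were incubated for 48 or 72 hr prior to CellTiter-Glo ATP luminescence measurement.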
SNCA viab count = counter-screen for SNCA expression inhibitors: cell viability | HEK-293-SNCA-luc viability, GF-AFC fluorescence, 24 h | Potency, µM (titrated, usually from 57.1 µM), for inactives: at the highest dose activity change, negative = cytotoxicity, usual class: cytotoxic | hit rate 0.12% among 150,000 | AID 1671193;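 also: potency is read from the fitted curve at half-maximal effect; 0% = DMSO-treated cells and -100% = medium-only wells without cells; nearly all actives have a fitted effect of over 30% in size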
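HEK-293-SNCA-luc cells (1500/well) plated 24 h, then exposed 24 h to a dilution series; GF-AFC added 30 min at 37C, fluorescence 405/540 nm; normalised to medium-only and DMSO wells, Hill fit.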
HEK cytotox = kills HEK 293 cells; AID 1345083; HEK 293 viability, ATP luminescence (CellTiter-Glo), 48-72 h; hit rate 6.6% among 94,000; Potency, µM (top dose mostly 115 µM), for the others: at the top dose activity change, negative = cytotoxicity, actives largely listed as inhibitors; also: potency is read from the fitted curve at half-maximal effect; nearly all actives have a fitted effect of over 60% in size
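qHTS cytotoxicity; HEK 293, 250 cells/well; compound pinned; 48 or 72 hr, 37 degree Celsius, 5% CO2, 95% humidity; CellTiter-Glo, 10 min RT; luminescence (ATP).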
IP6K1 inhibitor = IP6K1 kinase inhibition | hit rate 0.81% among 140,000 | IP6K1 kinase, ADP-Glo luminescence, 2 h; stronger effect = lower value | Q92551 | activity change, % (series mostly up to about 58 µM); in the data active = activity change below about -25%
Target sequence (Q92551 whole entry, looked up): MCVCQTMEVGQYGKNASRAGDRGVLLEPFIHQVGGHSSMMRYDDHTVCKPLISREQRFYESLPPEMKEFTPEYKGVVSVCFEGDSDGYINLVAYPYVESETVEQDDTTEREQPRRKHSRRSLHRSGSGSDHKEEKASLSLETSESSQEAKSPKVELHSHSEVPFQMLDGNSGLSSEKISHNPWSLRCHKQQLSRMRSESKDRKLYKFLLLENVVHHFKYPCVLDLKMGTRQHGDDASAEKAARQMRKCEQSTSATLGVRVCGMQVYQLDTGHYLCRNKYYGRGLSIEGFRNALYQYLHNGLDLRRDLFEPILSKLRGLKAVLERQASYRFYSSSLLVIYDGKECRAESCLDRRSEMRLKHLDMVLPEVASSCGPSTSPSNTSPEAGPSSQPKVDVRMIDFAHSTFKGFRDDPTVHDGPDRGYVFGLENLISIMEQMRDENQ
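ADP-Glo luminescence measures ADP made by human IP6K1 during a 2 h RT reaction with ATP/IP6 (mix at 1.3 mM/130 uM); top library doses 57.5 and 19.1 uM final.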
GPT2 inh = inhibitors of human GPT2 alanine aminotransferase. hit rate 0.25% among 100,000. Recombinant GPT2, coupled pyruvate oxidase/HRP Amplex Red fluorescence. Q8TD30. Potency, µM (titrated, usually from 57.7 µM), without a hit: at the top dose activity change, negative = inhibition, usual class: inhibitors; also: potency is read from the fitted curve at half-maximal effect; nearly all actives have a fitted effect of over 60% in size; many of its hits are not listed in these tables
Target sequence (Q8TD30 whole entry, looked up): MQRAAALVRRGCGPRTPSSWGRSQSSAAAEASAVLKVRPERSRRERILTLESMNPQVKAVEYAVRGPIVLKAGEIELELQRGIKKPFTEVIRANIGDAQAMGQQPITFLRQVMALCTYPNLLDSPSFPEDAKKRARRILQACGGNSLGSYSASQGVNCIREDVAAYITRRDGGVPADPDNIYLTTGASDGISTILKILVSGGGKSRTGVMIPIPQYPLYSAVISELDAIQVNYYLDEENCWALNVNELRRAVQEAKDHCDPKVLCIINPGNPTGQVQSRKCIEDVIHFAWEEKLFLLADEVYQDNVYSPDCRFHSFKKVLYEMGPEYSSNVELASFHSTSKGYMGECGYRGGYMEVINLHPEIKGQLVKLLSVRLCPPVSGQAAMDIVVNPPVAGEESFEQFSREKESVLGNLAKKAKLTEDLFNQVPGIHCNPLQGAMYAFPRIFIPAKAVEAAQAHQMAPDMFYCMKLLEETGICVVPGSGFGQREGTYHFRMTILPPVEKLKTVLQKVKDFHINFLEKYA
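GPT2 10ng/uL, a-KG 250uM, L-Ala 2mM, HEPES pH7.5 + 0.0001% Tween; 30 min RT. Then Amplex mix (PO/HRP/ThPP), 30 min RT dark, fluorescence. AOA 50uM used as positive control.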
* hit, by the source's call; i = inactive; ? = inconclusive; / = not tested or not shown; & = joins results of further samples; ! = not active in a repeat; [ ] = another dose, or the depositor's remark. Unless noted, calls follow the shape of the dose curve; as a rule, active = well fitted curve in the direction sought with a large enough effect; inconclusive = small, poorly fitted or top-dose-only effect, or another doubt; inactive = no such curve, though single readings can be large; an effect the other way counts as inactive or inconclusive. Unless noted, % is scaled to controls: 0 for no effect and ±100 for the full control effect.

molecule	FLuc inh	SNCA expr inhib	NIH3T3 tox	SNCA viab count	HEK cytotox	IP6K1 inhibitor	GPT2 inh
Cc1cccc(-c2nc(CN3C(=O)CN=C(c4ccccc4)c4ccccc43)c(C)o2)c1	/	?	/	?	/	-1.0	/
CCNC(=O)NC[C@H]1C[C@@H]2CCN1C[C@@H]2c1cc(C2CCCCC2)nn1C	1.8%[172 µM]	2.0%[87.6 µM]	?	0.4%[87.6 µM]	?	-8.1	-2.2%[88.5 µM]
CCOC(=O)[C@H]1CN(C(=O)NCc2ccccc2)[C@]2(C)C(=O)N(CC3CC3)c3ccccc3[C@H]12	/	-13.3%[25.6 µM]	?	-4.1%[23.9 µM]	?	-0.6	-11.9%[27.3 µM]
CCC(CC)c1cc([C@H]2CN3CC[C@H]2C[C@@H]3CNC(=O)COC)nc(-c2ccncc2)n1	13.6%	-9.1%	?	4.4%	-14.1%	12.9	-3.3%
COc1cc(C(=O)N2CC[C@@H](O)[C@@H](N)C2)cc2nc(-c3cc4ccccc4n3CC3CC3)n(C)c12	/	-2.7%	/	-25.9%	/	/	0.4%
CS(=O)(=O)N1C[C@H]2CCN(Cc3ccncc3F)C[C@H]21	-1.2%	?	i	4.9%[12.5 µM]	i	12.9	i
O=C(Nc1ccc(F)c(Cl)c1)N(Cc1ccc2c(c1)OCO2)C1CCN(Cc2ccccc2)CC1	/	-13.1%	/	-11.9%	/	-10.7	/
O=c1c2ccccc2nc(/C=C\c2cccc(Br)c2)n1-c1ccc(O)cc1	/	11.0%	/	1.0%	/	24.1	/
CC(C)c1ccc(NC(=O)OC[C@H]2C[C@@H]3CCN2C[C@@H]3c2cc(C3CCCC3)nc(-c3ccncc3)n2)cc1	?	?	4.47µM*	?	3.55µM*	1.7	i
CC1(C)CC/C(=C/c2ccc(Cl)cc2)C1(O)Cn1cncn1 (configuration not stated)	/	-41.4%	/	1.0%	/	26.0	1.7%[88.5 µM]
CC(C)NCC(O)c1ccccc1Cl (configuration not stated)	/	23.5%[25.6 µM]	/	-7.0%[23.9 µM]	/	8.8	-6.7%
COc1ccc(-c2ccc(=O)n3c2[C@@H]2C[C@@H](CN(C(=O)CSC)C2)C3)cc1	14.6%[172 µM]	-14.2%[87.6 µM]	4.5%[174 µM]	1.9%[87.6 µM]	i	-3.0	?
CCN(CC)C[C@H]1CN2CC[C@H]1C[C@@H]2CNS(=O)(=O)c1ccccc1	-8.3%[172 µM]	-12.5%[87.6 µM]	-22.6%[138 µM]	-3.8%[87.6 µM]	-15.1%[172 µM]	-1.0	1.1%[88.5 µM]
OCCCCC#Cc1cncc(OC[C@@H]2CCN2)c1	/	/	/	-8.9%	/	9.5	i
CC(N[C@H]1C[C@H]1c1ccccc1)c1ccc2c(c1)OCCO2 (some centres not stated)	/	21.7%	/	-5.3%&-4.0%	/	7.1	5.0%
CC(=O)OC1CC(O)C2(C)C(CC(OC(C)=O)C3(C)C2CCC2(C)C(c4ccoc4)C(=O)C4OC423)C1(C)C (configuration not stated)	/	/	/	-16.4%[23.9 µM]	/	-1.5	i
Oc1ccc2c3c1O[C@H]1c4oc5ccccc5c4C[C@@]4(O)C(C2)N(CC2CC2)CCC314 (some centres not stated)	/	1.8%	/	-9.2%	/	/	?
CNC(C)(C)Cc1ccccc1	/	-3.2%[25.6 µM]	/	13.2%[23.9 µM]	/	1.7	i
O=C(Cc1ccc(Cl)cc1)N1CCN(C2CCN(Cc3ccccn3)C2=O)CC1 (configuration not stated)	-2.8%	-20.2%	-17.2%	1.9%	-12.6%	8.7	2.9%
CO[C@@H]1C[C@H](O[C@H]2CC[C@@]3(C)C(CCC4C3CC[C@]3(C)[C@@H](C5=CC(=O)OC5)[C@@H](OC(C)=O)CC43O)C2)O[C@H](C)[C@@H]1O[C@H]1O[C@H](CO[C@@H]2O[C@H](CO)[C@@H](O)[C@H](O)[C@H]2O)[C@@H](O)[C@H](O)[C@H]1O (some centres not stated)	/	/	/	-33.1%[12.5 µM]	/	9.3	-1.0%[17.1 µM]
CC[C@H](C)[C@H](NC(=O)[C@H]1CCCCN1C)C(=O)N(COC(=O)CC(C)C)[C@H](C[C@@H](OC(C)=O)c1nc(C(=O)N[C@@H](Cc2ccc(O)cc2)C[C@H](C)C(=O)O)cs1)C(C)C	/	/	/	-14.9%[0.751 µM]	/	-9.6	i[1.22 µM]
O=C1CS(=O)(=O)C2(CCNCC2)N1c1ccccc1	-8.4%	6.5%	i	-1.3%	-14.5%	-1.0	-3.9%
CC(C)n1c(C2CCNCC2)nn(C)c1=O	9.4%	1.0%	-3.2%	3.0%	1.3%	-7.6	i
COc1cc2c(cc1Oc1ccccc1)NC(=O)C21CCN(Cc2cccnc2)CC1	-1.4%[172 µM]	-29.8%[87.6 µM]	?	-18.5%[87.6 µM]	89.1µM*	-18.0	-1.8%[88.5 µM]
Cn1nc(-c2ccco2)cc1[C@H]1CN2CC[C@H]1C[C@@H]2CNC(=O)c1cccs1	3.3%[172 µM]	?	-11.2%[174 µM]	-1.8%[87.6 µM]	-7.8%[172 µM]	8.2	-5.8%[88.5 µM]
c1ccc2c(c1)Nc1ccccc1S2	/	4.2%[25.6 µM]	/	33.7%[23.9 µM]	/	-16.1&-20.4	11.2µM*!
CN(Cc1ccccc1)C[C@H]1CN2CC[C@H]1C[C@@H]2CNC(=O)c1ccccc1	-2.1%[172 µM]	-2.4%[87.6 µM]	?	1.9%[87.6 µM]	?	-13.9	-15.1%[88.5 µM]
CC(=O)N1CCC2(C1)N=C(c1cccnc1)C(=O)N2 (configuration not stated)	-4.0%[172 µM]	7.1%[87.6 µM]	1.4%[138 µM]	10.1%[87.6 µM]	i	0.8	i
Cc1ccc2c(c1)C(Cc1nc3ccccc3c(=O)n1-c1ccc(Br)cc1)C(=O)N2 (configuration not stated)	/	?	/	?	/	-5.3	/
COc1cccc([C@H]2CN(c3cc(C)nc(N)n3)[C@@H]3C4CCN(CC4)[C@H]23)c1	4.7%	-1.2%	-18.6%	?	-20.8%	-8.0	-6.0%
Nc1ccncc1	/	-17.0%	/	-11.5%	/	13.3	1.6%
CO[C@@H]1CNC2Cc3c(oc4ccccc34)C1C2 (some centres not stated)	/	/	-19.6%	/	?	19.7	/
COC(=O)c1ccccc1NC(=O)c1cccn(Cc2cccc(Cl)c2)c1=O	/	-18.9%	/	0.3%	/	3.4	/
CC(C)NC(=O)NC[C@H]1C[C@@H]2CCN1C[C@@H]2CN1CCN(c2ccccc2)CC1	-4.6%[172 µM]	9.3%[87.6 µM]	-23.1%[174 µM]	2.4%[87.6 µM]	-16.8%[172 µM]	-12.2	i
CCc1c(C(=O)C(N)=O)c2c(OCC(=O)O)cccc2n1Cc1ccccc1	/	9.3%	/	-13.5%&8.4%	/	-16.3	-6.2%&0.7%
Cc1nc(-c2ccc(C(F)(F)F)cc2)cc([C@H]2CN3CC[C@H]2C[C@@H]3CNC(=O)CCC(=O)O)n1	2.0%	18.7%	-0.4%	1.4%	-21.6%	4.8	i
CC(=O)c1ccc(NC(=O)NC[C@H]2C[C@@H]3CCN2C[C@@H]3c2cc(-c3ccco3)nc(C)n2)cc1	-1.8%	4.5%	?	-4.5%	79.4µM*	-14.5	1.8%
COc1nc2ccccc2cc1CN1CCC2(C1)CN(C)C(=O)O2 (configuration not stated)	-13.3%	-39.8%	-28.7%	-21.3%	?	-10.6	-23.7%
COc1ccc(-c2cc([C@H]3CN4CC[C@H]3C[C@@H]4CN)n(C)n2)cc1OC	-12.7%[172 µM]	44.6%[activator][87.6 µM]	-25.0%[174 µM]	-21.6%[87.6 µM]	-5.7%[172 µM]	16.9	-15.9%[88.5 µM]
Cc1ccccc1Cn1cccc(C(=O)Nc2cc(Cl)ccc2C#N)c1=O	/	-5.8%	/	11.2%	/	1.1	/
Cc1cnc(CCN)n1C1CC1	-9.7%	-20.8%	-10.8%	-4.1%	-0.6%	0.6	i
O=C1Nc2ccccc2CC12CCCN(Cc1ccncc1)C2 (configuration not stated)	/	15.5%	-11.5%	-0.1%	-16.4%	20.5	i
COc1ccc(-c2cc([C@H]3CN4CC[C@H]3C[C@@H]4CNC(=O)c3ccco3)n(C)n2)cc1OC	6.1%	-8.8%	-14.6%	1.2%	1.9%	-9.2	-21.6%
CC[C@@H](C)[C@H]1C(=O)O[C@H](C(C)C)C(=O)N(C)[C@@H](C(C)C)C(=O)O[C@H](C(C)C)C(=O)N(C)[C@@H](C(C)C)C(=O)O[C@H](C(C)C)C(=O)N1C	/	/	/	?	/	20.9	?
CC(Cc1ccccn1)N(C)Cc1ccc(S(C)(=O)=O)cc1 (configuration not stated)	-9.6%	14.9%	-8.8%	4.2%	?	-5.9	-12.1%
Oc1cc(Cl)ccc1Oc1ccc(Cl)cc1Cl	/	-15.1%[25.6 µM]	/	-14.1%[23.9 µM]	/	11.4&31.5	-9.4%[88.5 µM]
N#CCCN	/	0.6%	/	-7.4%	/	/	-5.2%
Cc1cccc(OCC(=O)N2CCN(Cc3ccc(=O)n(C)c3)CC2)c1	-0.3%	-4.1%	-10.7%	-1.4%	1.2%	-2.1	i
Clc1ccc(OCC2=NCCN2)cc1Cl	/	/	/	-3.3%	/	5.8	-6.9%
Clc1ccc(CO/N=C(\Cn2ccnc2)c2ccc(Cl)cc2Cl)c(Cl)c1	/	25.6%[25.6 µM]	/	-16.8%[23.9 µM]	/	2.7	i
O=C(COc1ccc(Br)cc1)Nc1ccc(Cl)cc1C(=O)c1ccccc1	/	11.6%	/	5.5%	/	29.4	/
O=C(NC[C@H]1C[C@@H]2CCN1C[C@@H]2CN1CCC(Cc2ccccc2)CC1)c1ccc(C(F)(F)F)cc1	8.9%	-7.7%	?	2.2%	79.4µM*	2.8	-16.1%
CC[C@H]1CN2CC[C@H]1C[C@@H]2CNC(=O)C1CCCCC1	-1.6%[230 µM]	19.0%[87.6 µM]	-7.7%[230 µM]	9.5%[87.6 µM]	-17.3%[230 µM]	-3.5	1.4%[88.5 µM]
CN(Cc1cccc(-c2ccncc2)c1)C(=O)Oc1ccc(-c2ccc(C(N)=O)cc2)cc1	/	/	/	?	/	-13.9	i
O=c1oc2ccccc2c(O)c1C(CC(O)c1ccc(-c2ccc(Br)cc2)cc1)c1ccccc1 (configuration not stated)	/	-31.4%[25.6 µM]	/	-25.2%[23.9 µM]	/	-10.3	0.0%

High-throughput results (PubChem BioAssay)

A portion of the library; rates above refer to the full screens.
